Assay outcomes as filed in PubChem BioAssay.
Smad3 inh: blocks human Smad3 binding to FoxH1 peptide | P84022 | TR-FRET Smad3/Dy647-FoxH1 peptide binding, europium anti-His | inhibition, % at 25 µM | 88,000 compounds, 0.29% hits | AID 630;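 active = compounds that reduce the energy-transfer binding signal between the protein and its labelled peptide by more than half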;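 also: 0% = Smad3 plus labelled peptide maximal FRET and 100% = peptide-only background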
Target sequence (P84022 whole entry, looked up): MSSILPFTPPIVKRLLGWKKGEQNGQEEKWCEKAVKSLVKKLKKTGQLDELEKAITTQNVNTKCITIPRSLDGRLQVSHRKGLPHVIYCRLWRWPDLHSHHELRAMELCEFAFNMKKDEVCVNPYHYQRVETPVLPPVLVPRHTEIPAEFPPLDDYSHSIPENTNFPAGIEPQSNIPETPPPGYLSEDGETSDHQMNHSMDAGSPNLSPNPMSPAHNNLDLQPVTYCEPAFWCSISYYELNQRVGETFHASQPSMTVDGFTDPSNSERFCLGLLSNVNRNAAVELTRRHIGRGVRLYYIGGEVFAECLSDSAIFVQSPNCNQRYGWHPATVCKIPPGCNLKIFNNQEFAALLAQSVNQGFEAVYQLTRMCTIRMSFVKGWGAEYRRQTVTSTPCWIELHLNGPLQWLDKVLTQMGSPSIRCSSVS
* marks the source's active call; other numbers are inactive results. Not all compounds are listed; count on the stated rates, not on these rows.

| cpd | Smad3 inh | compound |
| --- | --- | --- |
| 1 | 89* | Oc1ccc(Cc2nccc3cc(O)c(O)cc23)cc1O |
| 2 | 5 | C[C@H]1CCC/C=C\[C@@H]2C[C@H](OC(=O)CN(C)C)C[C@H]2[C@@H](O)/C=C\C(=O)O1 |
| 3 | -7 | Nc1nc2c(c(=O)[nH]1)N[C@H](CCNc1ccc(C(=O)O)cc1)CN2 |
| 4 | -6 | CSc1ccc(NC(=O)[C@H]2CCCC[C@@H]2C(=O)O)cc1 |
| 5 | -8 | c1ccc([C@H](CCN2CCCC2)c2ccccn2)cc1 |
| 6 | 44 | CN(C)c1ccccc1CN1CCCN(Cc2ccccc2N(C)C)C1c1ccncc1 |
| 7 | 27 | O[C@H]([C@H](O)[C@@H](O)c1nc2ccccc2[nH]1)[C@@H](O)c1nc2ccccc2[nH]1 |
| 8 | 15 | C[C@@]1(C(=O)O)CCC[C@@H]1C(=O)O |
| 9 | -3 | OCCn1cnc2c(SCc3ccccc3)ncnc21 |
| 10 | 2 | N#C/C(=C(/O)C(=O)O)c1ccc(-c2cccc3ccccc23)cc1 |
| 11 | 9 | CC1=NCC[N@@+]1(CCc1ccccc1)Cc1ccccc1 |
| 12 | -14 | CC1(C)O[C@@H]2[C@@H](CO[C@H]2c2[nH]nc3c(=O)[nH]c(=O)[nH]c23)O1 |
| 13 | 1 | NNC(=O)[C@@H](O)[C@H](O)[C@H](O)CO |
| 14 | 14 | O=C(c1nc2ccc([N+](=O)[O-])cc2[nH]c1=O)[C@@H](O)c1ccc2c(c1)OCO2 |
| 15 | 81* | CSC1(SC2=NCCN2)SC2(NCCN2)S1 |
| 16 | 14 | Nc1nc(SCc2ccccn2)c2ncn(C3CCCC3)c2n1 |
| 17 | -10 | COC(=O)CC[C@@H](C)[C@H]1CC[C@H]2[C@@H]3CC[C@H]4C[C@@H]5CC[C@@]4(C)[C@]3(O5)[C@H](Br)[C@@H](Br)[C@]12C |
| 18 | -8 | Nc1nc2c(ncn2[C@@H]2C=C[C@@H](CO)C2)c(=O)[nH]1 |
| 19 | -6 | Nc1[nH]c(=O)nc2c1ncn2[C@H]1O[C@H](CO)[C@@H](O)[C@@H]1O |
| 20 | 2 | Cc1cc(Cl)ccc1OCC(=O)Nc1nc(N)nc(N)n1 |

Molecules above with a COOH group:
| cpd | Smad3 inh | compound |
| --- | --- | --- |
| 3 | -7 | Nc1nc2c(c(=O)[nH]1)N[C@H](CCNc1ccc(C(=O)O)cc1)CN2 |
| 4 | -6 | CSc1ccc(NC(=O)[C@H]2CCCC[C@@H]2C(=O)O)cc1 |
| 8 | 15 | C[C@@]1(C(=O)O)CCC[C@@H]1C(=O)O |
| 10 | 2 | N#C/C(=C(/O)C(=O)O)c1ccc(-c2cccc3ccccc23)cc1 |

(listing goes on)
| cpd | Smad3 inh | compound |
| --- | --- | --- |
| 21 | 14 | COc1cc(CN2CCCCC2)cc2cc(C(=O)O)c(=O)oc12 |
| 22 | 12 | C[C@H](CCC(=O)O)[C@H]1CC[C@H]2[C@@H]3[C@@H](O)C[C@H]4C[C@@H](O)CC[C@]4(C)[C@H]3C[C@@H](O)[C@]12C |
| 23 | -4 | O=C(O)[C@@H]1[C@H](C(=O)NCc2cccnc2)[C@@H]2CC[C@H]1O2 |
| 24 | 12 | N#C[C@@H](N=Nc1ccccc1C(=O)O)C(N)=O |
| 25 | 1 | O=[N+]([O-])c1cc(Cl)cc2c1nc(NCCO)c1ccccc12 |
| 26 | 9 | N=C1CCC[C@H]1C(=S)SCCC(N)=O |
| 27 | -10 | COc1cc(C2SCCCCCCCCCCSC(c3ccc(O)c(OC)c3)SCCCCCCCCCCS2)ccc1O (configuration not stated) |
| 28 | 4 | NCCOc1ccccn1 |
| 29 | -11 | CC1(C)N=C(N)N=C(N)N1c1cccc(CSc2ccccc2)c1 |
| 30 | 22 | COc1ccc2c(c1)Cc1cc(N=[N+]([O-])c3ccc4c(c3)Cc3cc(OC)ccc3-4)ccc1-2 |
| 31 | 39 | Cc1c2ccccc2c(CSC(=N)N)c2ccccc12 |
| 32 | 8 | O=C(O)c1cc(N=Nc2ccc([N+](=O)[O-])cc2)ccc1O |
| 33 | -7 | c1cncc(CNCc2cccnc2)c1 |
| 34 | -3 | CCCNc1ncnc2[nH]ncc12 |
| 35 | 2 | O=C(O)CC12C[C@@H]3C[C@@H](CC(O)(C3)C1)C2 |
| 36 | 4 | N=C(N)C(N=Nc1ccccc1)C(=N)N (configuration not stated) |
| 37 | 8 | OCCN(CCO)c1ncnc2nc[nH]c12 |
| 38 | -1 | O=C(O)/C=C/C(=O)N1Cc2cc3ccccc3nc2C1 |
| 39 | -7 | O[C@H](COc1ccccc1)CN1CCCCC1 |
| 40 | 6 | CN(C)CCCN1c2ccc(O)cc2Sc2ccc(Cl)cc21 |
| 41 | 8 | CN(C)CCCN1CCC2(CCC(C(C)(C)C)CC2)CC1 |
| 42 | 2 | O=[N+]([O-])c1ccc2c(c1)Cc1cc(N=Cc3ccc4c(c3)OCO4)ccc1-2 |
| 43 | -3 | Cc1ccc(S(=O)(=O)N[C@H](CN)C(=O)O)cc1 |
| 44 | 3 | N=C1C=CC(=C(c2ccc(N)cc2)c2ccc(N)cc2)C=C1 |
| 45 | 21 | Cc1ccc(S(=O)(=O)NC(=O)OC23COCN2COC3)cc1 |
| 46 | 1 | CC(C)N(CC(=O)O)CC(=O)O |
| 47 | -3 | Cc1cc2sc(C)[n+](CCCOS(=O)(=O)O)c2cc1C |
| 48 | 16 | Cc1cc(C(=O)CSC(=S)SC(C)(C)C)ccc1Cl |
| 49 | 10 | c1ccc(CCc2cccnc2)nc1 |
| 50 | -6 | NC(N)=NC(N)=Nc1ccc(S(N)(=O)=O)cc1 |
| 51 | 9 | CCOC(=O)c1c(C)c(C)n2c1NC(=O)C2 |
| 52 | 1 | CCSCCCC(=O)O |
| 53 | 101* | Cc1nn(-c2ccc(S(=O)(=O)O)cc2)c(O)c1N=Nc1ccc(-c2ccc(N=Nc3ccc4c(S(=O)(=O)O)cc(S(=O)(=O)O)c(N)c4c3O)c(O)c2)cc1O.[Cu].[Cu] |
| 54 | -2 | O[C@@H](COc1ccc(Cl)cc1Cl)CN1CCCC1 |
| 55 | 9 | Cc1cc(O)c(C(C)C)cc1N=Cc1ccccc1O |
| 56 | 0 | CC[C@]12CCCN3CCc4c(n(c5ccccc45)C(=O)C1)[C@@H]32 |
| 57 | 6 | Cc1cc(C)cc(C(=N)c2ccccc2Cc2cccc3ccccc23)c1 |
| 58 | 28 | O=C(O)c1ccc(C(=O)O)c(C(=O)O)c1.[NH-][C@@H]1CCCC[C@H]1[NH-].[Pt] |
| 59 | 48 | O=C(O)C[C@@H](C(=O)O)c1ccccc1[N+](=O)[O-] |
| 60 | -5 | O=C(O)c1nc2nc(Cl)c(Cl)nc2[nH]1 |

4 entries out of the list above, sorted by their value in Smad3 inh, low to high.
| cpd | Smad3 inh | compound |
| --- | --- | --- |
| 33 | -7 | c1cncc(CNCc2cccnc2)c1 |
| 4 | -6 | CSc1ccc(NC(=O)[C@H]2CCCC[C@@H]2C(=O)O)cc1 |
| 51 | 9 | CCOC(=O)c1c(C)c(C)n2c1NC(=O)C2 |
| 53 | 101* | Cc1nn(-c2ccc(S(=O)(=O)O)cc2)c(O)c1N=Nc1ccc(-c2ccc(N=Nc3ccc4c(S(=O)(=O)O)cc(S(=O)(=O)O)c(N)c4c3O)c(O)c2)cc1O.[Cu].[Cu] |

Another view of 12 compounds above:
nr	Structure	Smad3 inh
44	N=C1C=CC(=C(c2ccc(N)cc2)c2ccc(N)cc2)C=C1	3
45	Cc1ccc(S(=O)(=O)NC(=O)OC23COCN2COC3)cc1	21
46	CC(C)N(CC(=O)O)CC(=O)O	1
47	Cc1cc2sc(C)[n+](CCCOS(=O)(=O)O)c2cc1C	-3
48	Cc1cc(C(=O)CSC(=S)SC(C)(C)C)ccc1Cl	16
49	c1ccc(CCc2cccnc2)nc1	10
50	NC(N)=NC(N)=Nc1ccc(S(N)(=O)=O)cc1	-6
51	CCOC(=O)c1c(C)c(C)n2c1NC(=O)C2	9
52	CCSCCCC(=O)O	1
53	Cc1nn(-c2ccc(S(=O)(=O)O)cc2)c(O)c1N=Nc1ccc(-c2ccc(N=Nc3ccc4c(S(=O)(=O)O)cc(S(=O)(=O)O)c(N)c4c3O)c(O)c2)cc1O.[Cu].[Cu]	101*
54	O[C@@H](COc1ccc(Cl)cc1Cl)CN1CCCC1	-2
55	Cc1cc(O)c(C(C)C)cc1N=Cc1ccccc1O	9

The list continues:
| cpd | Smad3 inh | compound |
| --- | --- | --- |
| 61 | 9 | Cc1ccc(/C(C#N)=C/c2cccc([N+](=O)[O-])c2)cc1 |
| 62 | 63* | O=[N+]([O-])c1ccccc1N=Nc1c(O)[nH]c2ccc(S(=O)(=O)O)cc12 |
| 63 | 7 | Cc1nc(N)nc2ccccc12 |
| 64 | 12 | Nc1cccc(OCc2nc(N)nc(N)c2-c2ccc(Cl)cc2)c1 |
| 65 | 7 | NCC(=O)NC1(C(=O)O)CCCC1 |
| 66 | 9 | CCOC(=O)c1c2c(n3ccccc13)C(=O)c1ccccc1C2=O |
| 67 | 11 | CCN(CC)CCN1c2ccccc2Sc2ccc3ccccc3c21 |
| 68 | 4 | CN(Cc1ccccc1)Cn1ccnc1 |
| 69 | 6 | CC[C@@]1(O)C(=O)OCc2c1cc1n(c2=O)Cc2cc3c(CN(C)C)c(O)ccc3nc2-1 |
| 70 | 23 | O=C(O)c1ccccc1NCn1c(=S)sc2ccccc21 |
| 71 | -1 | Cn1c(=O)c2[nH]c(CCC(=O)O)nc2n(C)c1=O |
| 72 | -10 | CC(=O)Nc1nc2ncc(C=O)nc2c(=O)[nH]1 |
| 73 | 6 | O=[N+]([O-])c1cccc(/C=N/NC2=CS(=O)(=O)C=C2)c1 |
| 74 | 3 | NS(=O)(=O)c1nc(S(=O)(=O)O)c2[nH]cnc2n1 |
| 75 | 1 | CCC(=O)Nc1ncnc2ncn(C(=O)CC)c12 |
| 76 | -8 | O=C(O)/C=C/C=C/c1ccc2c(c1)OCO2 |
| 77 | 8 | O=CN1CCN(C[C@H](O)CN2CCCCC2)CC1 |
| 78 | -4 | Nc1ncnc2nn([C@H]3O[C@@H](CO)[C@H](O)[C@H]3O)nc12 |
| 79 | 2 | O=C(Nc1cccc(Cl)c1)Nn1cnnc1 |
| 80 | 18 | Cc1cc(N)c2cc(NC(=O)Nc3ccc4nc(C)cc(N)c4c3)ccc2n1 |

Quoted from the listing.
Result of #64 in Smad3 inh: 12
Result of #61 in Smad3 inh: 9

Remaining list, next part.
| cpd | Smad3 inh | compound |
| --- | --- | --- |
| 81 | 10 | C[C@@H]1O[C@H](O)[C@@H](O)[C@H](O)[C@H]1O |
| 82 | -17 | NCCCc1c(-c2ccccc2)nc(N)[nH]c1=O |
| 83 | -10 | ON(CCc1ccccn1)Cc1ccccc1 |
| 84 | 6 | CCC(C)(C)c1ccc(Oc2cccc(C(=O)O)c2)cc1 |
| 85 | 7 | CSc1cccc(NC(=O)OC2CCCCCCCCCCC2)c1 |
| 86 | -4 | Cc1c(-c2nc(N)nc(C3CC3)c2C)nc(N)nc1C1CC1 |
| 87 | -9 | Cn1c(=O)c2c(nc(Cc3ccccc3)n2CC(=O)O)n(C)c1=O |
| 88 | 7 | CC(C)C(=O)Cc1ccc2ccccc2n1 |
| 89 | -2 | O=C(O)CS(=O)c1ccc2c3c(cccc13)C(=O)c1ccccc1-2 (configuration not stated) |
| 90 | -4 | N[C@H](CO)C(=O)NCC(=O)O |
